MC4R antagonist – blocks human MC4R cAMP signaling | MC4R-expressing cells, MTII-stimulated cAMP, LANCE TR-FRET | inhibition, % at 6.5 µM | actives 0.48% (n = 360,000) | AID 540295;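 active = inhibition above its plate's cutoff, the mean of tested wells on that plate plus 3 SD, cut at about 29% in these data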;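 also: 0% = Melanotan II alone and 100% = Melanotan II plus saturating MCL0020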
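System: U2OS-MC4R stable cell line; Technique: Eu-cAMP/anti-cAMP TR-FRET, emission 671 nm; Repeats: single well per compound; Also added: Melanotan II; Dosing: one concentration, 6.5 µM nominal; Schedule: 30-min compound, 1-h challenge, 1-h detection, room temperature.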
NR5A2 inv ag – suppresses constitutive activity of human LRH-1 | inhibition, % at 3.6 µM | HEK293T StAR-luciferase reporter, LRH-1 transfected, 24 h | AID 602396 | actives 0.13% (n = 360,000);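 active = inhibition above the mean inhibition of all tested compounds plus 3 SD, cut at about 73% in these data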;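 also: 0% = DMSO wells and 100% = reporter-only cells lacking LRH-1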
SRC1 inh – inhibits human SRC1 coactivator; HEK293 GAL4-SRC1 luciferase reporter, luminescence; AID 588354; Q15788; inhibition, % at 3.6 µM; actives 0.12% (n = 360,000);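 active = inhibition above the campaign mean plus 3 SD, with each screening campaign given its own cutoff, cut at about 60% in these data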;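 also: 0% = DMSO treated cells and 100% = gossypol at 36 µM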
TLR9-MyD88 inh – TLR9-MyD88 interaction inhibition; actives 0.21% (n = 340,000); inhibition, % at 4.98 µM; Q9NR96+Q99836; AID 504734; CHO BLA complementation TLR9-MyD88, CCF4 FRET ratio;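 active = inhibition above the mean over all tested compounds plus 3 SD, cut at about 21% in these data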;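 also: 0% = DMSO only wells and 100% = clavulanate BLA inhibitor control wells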
SRC2 inh – inhibits human steroid receptor coactivator 2; Q15596; HEK293 GAL4-SRC2 luciferase reporter, luminescence; inhibition, % at 9 µM; actives 0.17% (n = 370,000); AID 651957;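 active = inhibition above the mean inhibition of all tested compounds plus 3 SD, set per campaign, cut at about 52% in these data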;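 also: 0% = DMSO treated cells and 100% = cells given Gossypol at 36 µM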
ABHD5-PLIN5 inh – blocks binding of human ABHD5 to perilipin-5; Split G. princeps luciferase complementation, luminescence, 4 h; inhibition, % at 4 µM; actives 0.78% (n = 360,000); AID 602281;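 active = inhibition above the mean inhibition across every tested compound plus 3 SD, cut at about 22% in these data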;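 also: 0% = DMSO only wells and the 100% control is not disclosed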
LMP1 NFkB inh – reduces LMP1-driven NF-kappaB luciferase signal | LMP1-induced NF-kappaB luciferase reporter cells, luminescence | inhibition, % at 12.5 µM | actives 0.69% (n = 350,000); in the data active = inhibition above about 41%;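 also: 0% = neutral control wells and 100% = reference inhibitor control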
NR2F2 inh – blocks human COUP-TFII nuclear receptor; P24468; inhibition, % at 8.6 µM; actives 0.7% (n = 370,000); HEK293T NGFI-A luciferase reporter, luminescence;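 active = inhibition above a per-plate cutoff, mean inhibition of test wells between control levels plus 3 SD, cut at about 38% in these data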;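 also: cells cotransfected with COUP-TFII expression vector driving the NGFI-A reporter; 0% = median of COUP-TF2 test wells and 100% = reporter-only cells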
NOD2-RIPK2 inh – inhibitors of human NOD2-RIPK2 interaction. inhibition, % at 4.98 µM. CHO BLA complementation NOD2-RIPK2, CCF4 ratio. actives 0.38% (n = 360,000); in the data active = inhibition above about 21%;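 also: 0% = vehicle only and 100% = reference blocker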
MC4R barr agon – agonists of human melanocortin 4 receptor (MC4R) beta-arrestin. P32245. U2OS MC4R beta-arrestin complementation, luminescence; percent of melanotan II response, DMSO zero. activation, % at 8.9 µM. actives 0.98% (n = 360,000). AID 540308;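 active = activation above a per-plate cutoff, the mean activation of sample wells on that plate plus 3 SD, cut at about 8% in these data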
SRC3 inh – inhibitors of human steroid receptor coactivator 3 (SRC3); HEK293 GAL4-SRC3 luciferase reporter, luminescence; inhibition, % at 3.6 µM; actives 0.17% (n = 360,000);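 active = inhibition above a per-campaign cutoff, the mean of all compounds plus 3 SD, cut at about 60% in these data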;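 also: 0% = DMSO-treated cells and 100% = gossypol-treated cells at 36 µM; higher means less SRC3-driven luciferase light from the GAL4 reporter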
* = called active by the depositor; . = no result given. A portion of the library, so the mix of outcomes need not match the whole.

MC4R antagonist	NR5A2 inv ag	SRC1 inh	TLR9-MyD88 inh	SRC2 inh	ABHD5-PLIN5 inh	LMP1 NFkB inh	NR2F2 inh	NOD2-RIPK2 inh	MC4R barr agon	canonical_smiles	SRC3 inh
6	-1	-8	6	-2	5	-1	17	3	-0.3	O=C(CNC(=O)c1ccccc1F)NCc1cccnc1	6
6	12	-28	-1	-5	0	8	3	-7	-1.9	COc1cccc(Cn2c(NCC(C)C)nc3c2c(=O)n(C)c(=O)n3C)c1	11
5	15	-30	-2	5	5	-8	19	10	-0.1	O=C(NCCC(=O)N(Cc1ccco1)Cc1cccs1)c1ccc(Br)cc1	17
-6	-1	-2	-4	-21	4	-2	12	-5	-2.4	CN(C)CCOC(=O)CC12CC3CC(C1)CC(CC(=O)OCCN(C)C)(C3)C2	-15
2	-12	15	0	0	6	5	2	3	0.8	COc1ccc(-n2nc(C(=O)NCC(=O)NCCCN3CC(C)CC(C)C3)c3ccccc3c2=O)cc1OC (stereo not given)	10
7	-9	10	-3	-26	1	2	-4	0	2.5	O=C(Cn1nc(C(=O)O)c2ccccc2c1=O)Nc1ccc(F)cc1F	-6
-2	-29	3	-1	-13	5	-7	27	1	1.0	Cc1onc(-c2ccccc2Cl)c1C(=O)N1CCCc2ccccc21	-8
5	7	-34	6	-2	-3	6	13	-11	-0.8	Cc1ccc(CNC(=O)c2ccc(N3CCC4(CC3)CC(c3ccccc3)=NO4)c(NC(=O)c3cccc(C)c3)c2)cc1	-16
4	-8	15	-5	27	1	14	3	-7	-0.5	NC(=O)c1ccc(N2CCN(c3ccccc3F)CC2)c([N+](=O)[O-])c1	13
-5	-12	-5	0	-10	7	-17	-6	1	-0.2	NC1C=CC=C(C(=O)O)C1 (stereo not given)	7
-3	0	-3	-2	-2	15	2	4	2	0.5	Cc1ccccc1NC(=S)NC(=O)/C=C/c1ccco1	-6
6	-9	3	5	-18	-4	-5	18	-14	-0.8	Cc1ccc(OCC(=O)NCCNC(=O)c2ccncc2)cc1	-1
1	-71	-132	-1	-81	2	-17	-23	2	-0.3	CCCOC(=O)Nc1nc2ccccc2o1	-57
12	-9	-2	-8	14	-2	0	9	-7	-0.6	CS(=O)(=O)N(CC(=O)NC1CCCC1)c1ccc(Oc2ccccc2)cc1	-4
2	-12	-3	-6	10	13	-2	5	9	2.2	CC(C(=O)NCC1CCCCC1)N1CCN(S(=O)(=O)c2cccs2)CC1 (stereo not given)	2
2	-28	-12	-1	-15	1	-10	1	2	-1.0	CSc1nnc(Cc2ccc3c(c2)OCO3)o1	-22
.	-18	.	.	1	1	.	-11	-1	.	CCOC(=O)[C@]12CCCC=C1N(CCc1ccc(OC)c(OC)c1)C(=O)[C@H](CC(=O)NCC13CC4CC(CC(C4)C1)C3)C2	.
6	21	-14	4	16	1	-14	20	-6	-1.2	Cc1cc(C=O)sc1[B-](F)(F)F	-2
3	-10	-2	-1	4	11	9	-35	-8	4.9	CCc1ccccc1NC(=O)c1cc(=O)c2ccccc2o1	-7
11	4	-3	-6	-11	-1	12	16	-1	5.3	CSc1nc(NCCN(C)C)c2sc3nc(-c4ccco4)c4c(c3c2n1)CCC4	5
9	3	-12	-2	-7	-2	-3	17	0	0.8	OCCC1CN(Cc2ccc(Oc3ncccn3)cc2)CCN1C1CCCCC1 (stereo not given)	18
-1	10	16	-8	0	4	7	18	-10	0.4	CCn1c(SCC(=O)N2CCCC2=O)nc2ccccc21	1
6	28	-3	-4	11	-1	4	1	-6	-2.5	N/C(=N\OC(=O)Cc1ccccc1[N+](=O)[O-])c1ccncc1	15
-3	12	2	4	9	0	8	5	5	-2.1	COc1ccccc1C(=O)COC(=O)CSCC(=O)Nc1cc(C)on1	-12
1	30	-8	-5	-3	4	-11	-12	-3	-2.2	NC(=S)NN=C1CCC2(CCCCC2)CC1	-11
9	-2	-15	.	17	-2	.	3	12	-0.8	O=C1C(=Cc2cn(-c3ccccc3)nc2-c2ccc(OCc3ccccc3)cc2)SC(=S)N1CCS(=O)(=O)O	2
2	-157	-90	-4	-55	23*	-38	-41	4	1.1	O=C(NC1CCCCC1)c1ccc(-c2ccccc2F)o1	-130
8	-2	-12	-3	12	-1	9	-10	-3	-1.8	O=C(Cc1cccc2ccccc12)N/N=C/c1ccncc1	16
-4	-2	-29	11	6	4	-11	-1	-14	0.8	Cc1cc2c3c(c1C)C1(C(=O)N3C(C)(C)CC2C)C(C#N)=C(N)Oc2n[nH]c(C)c21 (stereo not given)	19
7	-9	2	9	1	3	-4	13	-1	-1.6	CCC(C)NC(=O)C1CCC(CNS(=O)(=O)c2ccc3c(c2)CC(C)N3C(C)=O)CC1 (stereo not given)	32
0	-25	-11	6	.	0	-6	.	1	-1.4	O=C(Nc1ccc(N2CCOCC2)cc1)c1ccc(Cl)nc1	3
-2	-103	-55	-3	-27	-8	-29	-39	-4	2.2	Cc1ccccc1Cn1ccc(-c2ccc3c(c2)OCO3)n1	-39
15	-7	-6	3	-49	-4	0	14	-16	-1.8	O=[N+]([O-])c1ccc(N2CCN(C(=S)Nc3ccccc3)CC2)cc1	10
7	-2	-10	-1	11	1	-3	21	-1	-2.4	COc1ccc(NC(=O)CCNC(=O)Cn2cnc3ccccc3c2=O)c(OC)c1	1
-1	13	-3	-2	-12	1	-3	-11	-11	-0.6	O=C(O)c1ccc(NC(=S)NC(NC(=O)c2ccco2)C(Cl)(Cl)Cl)cc1 (stereo not given)	0
-4	-41	-46	-10	-12	4	2	-18	-15	-2.2	Cc1cc(C)n(CCc2nc(-c3ccc(-c4ccccc4)cc3)cs2)n1	-32
10	-8	2	-8	-17	11	0	-8	-7	-2.3	N#C/C(=C\c1ccccc1Br)C(=O)NC1CC1	14
8	3	-15	5	.	-2	-1	.	1	-1.1	Cc1cc(C)n2nc(CC(=O)NC3CCCC(C)C3C)nc2n1 (stereo not given)	-9
24	3	7	-8	-15	0	-9	-4	-6	-1.6	CC(C)(C)NC(=O)CN(C(=O)CS(=O)CC(=O)Nc1ccc(F)cc1)c1cccc(F)c1 (stereo not given)	12
6	13	-19	0	-4	0	-1	-2	-6	-1.2	Cc1ccc(NC(=O)CSc2nnc(-c3cccnc3)n2CCN2CCCCC2)cc1	13
6	15	-21	2	11	3	25	4	-1	0.0	Cn1cc(S(=O)(=O)Cc2ccc(F)cc2)c2ccccc21	1
7	-6	-2	-5	-18	-2	5	-11	2	-1.2	O=C(NCc1cn(-c2ccccc2)nc1-c1ccccc1)c1ccc([N+](=O)[O-])cc1	11
7	23	-6	-34	-7	-16	-1	-48	-8	3.3	COc1ccccc1-c1c(C#N)c(N)nc2c1CCc1ccccc1-2	7
21	-13	-4	-7	4	-2	-3	22	11	0.7	CN(c1ccccc1)S(=O)(=O)c1cccc(NC(=O)Cc2c(F)cccc2Cl)c1	-6
2	-12	-15	-15	20	-8	0	16	4	-1.2	CCc1nonc1NC(=O)COc1ccc(Cl)c(C)c1	-9
-4	-5	13	5	0	0	-3	22	8	1.2	COc1ccc(S(=O)(=O)N(C)CC(=O)Nc2cccc(C(C)=O)c2)cc1C	7
4	7	-10	-5	-8	5	1	-1	1	-0.2	COc1ccc(NC(=O)c2ccc3c(c2)C(=O)N(Cc2ccncc2)C3=O)cc1S(N)(=O)=O	-14
19	6	-8	-6	4	0	1	4	-2	0.3	Cc1ccc(NC(=S)NCCc2ccc(S(N)(=O)=O)cc2)cc1C	8
6	14	-9	-6	-5	-2	0	17	-6	-2.5	CCn1c(SCC(=O)Nc2ccc3c(c2)OCO3)nnc1-c1cnccn1	-28
6	1	-4	1	8	-5	-3	-10	7	-0.9	O=C(COc1ccccc1)NCC(=O)Nc1cccc(S(=O)(=O)NC2=NCCC2)c1	-14
20	-12	22	-13	5	-1	7	-3	-10	3.7	CCCCOc1cccc(C(=O)NC(=S)Nc2cccc(C(F)(F)F)c2)c1	19
4	18	-5	10	-74	0	-6	-10	-6	-3.0	CN(/N=C/c1ccc([N+](=O)[O-])o1)c1ccccc1	-11
6	-4	-2	1	10	-3	0	14	-5	-0.2	CCOC(=O)N1CCC(NC(=O)c2ccc3c(c2)N=C(CC)c2ccccc2S3)CC1	8
2	-21	3	1	-5	9	3	-8	-7	2.6	COc1ccc(C(=O)CC2OC(=O)c3c2ccc(OC)c3OC)cc1 (stereo not given)	4
5	-8	-10	-8	2	-1	-17	16	-4	-1.9	CC(c1nc2ccccc2c(=O)[nH]1)N1CCCN(S(=O)(=O)c2ccc(F)cc2)CC1 (stereo not given)	4
5	0	-17	-9	-16	-7	-4	-1	-4	-3.0	CC1CC(C)CN(C(=O)c2cc(-c3ccncc3)nc3ccccc23)C1 (stereo not given)	4
-32	27	0	-10	4	-1	2	14	-14	0.4	O=C(Nc1cc(S(=O)(=O)N2CCCC2)ccc1Cl)c1cc(F)c(F)c(F)c1F	9

Screens as filed in PubChem BioAssay.
